Assay outcomes as filed in PubChem BioAssay.
TAAR1 ag – agonists of human TAAR1 | actives 0.99% (n = 360,000) | activation, % at 3 µM | AID 624467 | CHO RD-HGA16 TAAR1, Fluo-8 calcium fluorescence; vehicle wells 0%, saturating PEA agonist 100%;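 active = activation above the mean activation of all test compounds in the run plus 3 SD, cut at about 38% in these data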
Target sequence (Q96RJ0 whole entry, looked up): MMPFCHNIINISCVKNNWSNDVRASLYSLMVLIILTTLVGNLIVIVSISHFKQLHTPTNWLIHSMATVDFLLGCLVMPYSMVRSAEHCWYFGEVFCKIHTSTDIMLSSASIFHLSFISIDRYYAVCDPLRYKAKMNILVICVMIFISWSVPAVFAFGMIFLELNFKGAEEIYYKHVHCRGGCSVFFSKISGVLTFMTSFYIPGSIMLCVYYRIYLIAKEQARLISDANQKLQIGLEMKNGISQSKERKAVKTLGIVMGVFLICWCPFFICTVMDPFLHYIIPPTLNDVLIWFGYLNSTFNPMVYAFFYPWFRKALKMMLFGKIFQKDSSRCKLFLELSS
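Assay system – CHO-derived RD-HGA16 cells with stable Gα16 and human TAAR1 · Compound dosing – one-point dosing at 3 µM (nominal) · Incubation – 17-24 h seeding, 75 min 37 °C dye, 30 min RT · Measured by – kinetic Fluo-8 calcium fluorescence · Control set – DMSO vehicle as 0%, PEA at EC100 as 100% · Repeats – single well for each compound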
M5 PAM – positive allosteric modulators of human muscarinic M5 receptor; activation, % at 3 µM; actives 0.3% (n = 360,000); CHO-K1 hM5, Fluo-8 calcium, ACh EC20 PAM; 0% = ACh EC20, 100% = ACh EC100;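 active = activation above the run cutoff, the mean activation of all test compounds plus 3 SD, cut at about 18% in these data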
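Measured by: Fluo-8 calcium fluorescence; material: human M5 receptor in CHO-K1 cells; schedule: Post-acetylcholine fluorescence recording 140 s; benchmarks: low control EC20 acetylcholine (0%), high control EC100 acetylcholine (100%); read-out: Max/basal fluorescence ratio as % of EC20–EC100 ACh window; compound: single dose, 3 µM nominal final test concentration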
M5 ag – agonists of human muscarinic M5 receptor (CHRM5) | actives 0.19% (n = 360,000) | activation, % at 3 µM | AID 624037 | P08912 | CHO-K1 hM5 cells, Fluo-8 calcium fluorescence; 0% DMSO wells, 100% maximal acetylcholine response;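 active = activation above the run's mean over test compounds plus 3 SD, cut at about 23% in these data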;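 also: signal is peak over basal fluorescence ratio across the kinetic read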
CHRM4 antagonist – blocks acetylcholine activation of human M4 receptor. P08173. CHO-hM4 cells, ACh EC80, Fluo-8 calcium fluorescence. inhibition, % at 3 µM. actives 0.73% (n = 360,000). AID 624125;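 active = inhibition above its plate's cutoff, the mean inhibition of sample wells plus 3 SD, cut at about 27% in these data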;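 also: 0% = acetylcholine EC80 with DMSO and 100% = DMSO without agonist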
Target sequence (P08173 whole entry, looked up): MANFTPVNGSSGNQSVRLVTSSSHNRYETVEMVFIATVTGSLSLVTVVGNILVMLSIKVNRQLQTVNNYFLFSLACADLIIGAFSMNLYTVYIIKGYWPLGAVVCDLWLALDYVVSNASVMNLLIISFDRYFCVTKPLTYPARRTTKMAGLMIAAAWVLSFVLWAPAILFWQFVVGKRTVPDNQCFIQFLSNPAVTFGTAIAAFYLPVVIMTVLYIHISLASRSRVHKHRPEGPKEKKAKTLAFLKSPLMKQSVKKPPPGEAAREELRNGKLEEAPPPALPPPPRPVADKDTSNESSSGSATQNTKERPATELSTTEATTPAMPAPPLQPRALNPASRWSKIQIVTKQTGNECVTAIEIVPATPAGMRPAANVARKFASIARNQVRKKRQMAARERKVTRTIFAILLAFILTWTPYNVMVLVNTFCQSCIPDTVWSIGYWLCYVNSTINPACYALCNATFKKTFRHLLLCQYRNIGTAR
CHRM1 antagonist – blocks human M1 muscarinic receptor; P11229; CHO-K1 hM1, Fluo-8 calcium fluorescence, ACh EC80 antagonist; actives 1.3% (n = 360,000); inhibition, % at 3 µM;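 active = percent inhibition above its own plate's cutoff, namely the mean of that plate's compound wells plus 3 SD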;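 also: peak over basal fluorescence ratio during 140 s after agonist addition; 0% = ACh EC80 plus DMSO and 100% = DMSO alone without agonist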
CHRM4 agonist – CHRM4 agonism in calcium assay; P08173; CHO-K1 hM4/Gqi5, Fluo-8 calcium fluorescence; vehicle 0%, full acetylcholine response 100%; activation, % at 3 µM; actives 0.14% (n = 360,000);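 active = activation above the run mean over all test wells plus 3 SD, cut at about 32% in these data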;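 also: peak over basal fluorescence ratio per well then scaled between controls; 0% = DMSO wells and 100% = acetylcholine at EC100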
M1 ag – agonists of human M1 muscarinic receptor; P11229; CHO-K1 hM1, Fluo-8 calcium fluorescence, agonist mode; 0% DMSO, 100% acetylcholine EC100; activation, % at 3 µM; actives 0.33% (n = 360,000);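 active = activation above the run's mean compound activation plus 3 SD, cut at about 16% in these data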;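 also: peak over basal fluorescence ratio within a 140 s kinetic read after compound addition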
M1 PAM – human CHRM1 positive allosteric modulation; P11229; CHO-K1 hM1, Fluo-8 calcium fluorescence, ACh EC20; 0% = ACh EC20, 100% = maximal ACh; activation, % at 3 µM; actives 0.088% (n = 360,000); AID 588819; in the data active = activation above about 19%, passing the limit was not always enough
CHRM5 antagonist – CHRM5 antagonism in calcium assay; inhibition, % at 3 µM; CHO-hM5 cells, Fluo-8 calcium fluorescence, ACh EC80; actives 0.59% (n = 360,000); P08912;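 active = inhibition above a per-plate cutoff, the mean of that plate's test compounds plus 3 SD, cut at about 27% in these data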;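 also: 0% = acetylcholine EC80 with DMSO and 100% = DMSO without agonist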
* hit, by the source's call; . = not tested or not shown. An excerpt. The share of hits here may be higher or lower than overall.

SMILES | TAAR1 ag | M5 PAM | M5 ag | CHRM4 antagonist | CHRM1 antagonist | CHRM4 agonist | M1 ag | M1 PAM | CHRM5 antagonist
O=C(CN(CC1CCCO1)C(=O)CNS(=O)(=O)c1ccccc1)NCCc1ccccc1 (centres undefined) | -1.3 | -2.3 | -4.2 | -5.8 | -3.6 | 1.3 | -4.4 | 2.2 | 14.5
COc1ccc(S(=O)(=O)NCCNC(=O)N2CCOCC2)cc1 | 1.1 | 1.7 | -1.8 | 8.8 | -11.0 | 0.9 | -2.4 | 4.9 | 5.2
CCCOc1cc(C)c(S(=O)(=O)N2CCN(C)CC2)cc1C | 45.7* | 5.3 | -4.0 | -4.3 | -17.0 | 0.5 | -3.3 | -0.6 | 0.4
O=c1c2ccccc2nc2n1CCN2 | 0.8 | -3.8 | 1.4 | 3.1 | -16.0 | -0.7 | 0.3 | -1.6 | 1.7
COc1ccc(C2c3[nH]c4ccccc4c3C[C@H]3C(=O)N(CCCO)CC(=O)N23)cc1OC (some centres undefined) | 2.6 | 3.5 | -2.6 | -13.3 | -20.5 | 0.8 | -0.4 | 18.3 | -0.5
Cc1ccc(N=C2NC(=O)/C(=C/c3cccn3C)S2)cc1C | 0.3 | -16.0 | -4.3 | 1.3 | 0.4 | -0.7 | -1.5 | 3.6 | 14.1
Cc1ccccc1Cn1c(C)c(C(=O)NCc2ccc(Cl)c(Cl)c2)sc1=O | 22.4 | 3.4 | 2.6 | -5.2 | -11.4 | 2.9 | 1.1 | 2.5 | -4.5
Cc1cccc(OCCNC(=O)CCNS(=O)(=O)c2ccc3ccccc3c2)c1 | 0.1 | -3.2 | 3.4 | -8.6 | -9.7 | 7.5 | -1.1 | 1.2 | 3.1
Cc1ccc(N2CC(NS(=O)(=O)c3cccnc3)CC2=O)cc1C (centres undefined) | 1.7 | -6.6 | 0.1 | 5.2 | -11.4 | 3.4 | -0.4 | 4.4 | 2.5
Cc1ccc(S(=O)(=O)NC2=NCN(Cc3cccnc3)CN2)cc1 | -0.7 | 0.9 | 0.6 | 2.0 | 7.7 | 0.1 | 0.4 | 4.5 | -3.9
CCOc1ccc(N2CC(C(=O)NCCN3C(=O)S/C(=C\c4cccnc4)C3=O)CC2=O)cc1 (centres undefined) | -0.6 | 5.0 | 1.5 | -0.9 | -4.3 | -0.1 | -6.9 | 5.0 | 0.3
CC1=NN(c2ccc(Cl)cc2)C(=O)C1 | 8.9 | -8.6 | 6.7 | -4.6 | -4.3 | 8.3 | 4.3 | 8.2 | 14.4
O=C(Cn1cccn1)N1CCCC(N2CCN(Cc3ccc4c(c3)OCO4)CC2)C1 (centres undefined) | 0.2 | 4.7 | -8.2 | 5.3 | 3.4 | 0.4 | -4.2 | -0.9 | 2.2
N/C(COc1ccc(Cl)cc1Cl)=N\O | 4.1 | 8.9 | -2.8 | -4.2 | -19.3 | -0.3 | -2.3 | 9.6 | -0.8
C/C(=C\c1ccccc1)CN1CCN(c2ccccc2F)CC1 | 4.5 | -9.6 | -2.5 | 2.8 | -19.0 | -2.7 | -4.4 | -1.3 | 0.2
CCCC(C)c1oc(=O)cc(O)c1C (centres undefined) | 2.9 | -0.9 | 0.2 | 14.4 | -10.4 | 0.5 | -2.2 | 6.6 | 3.6
C=C(C)CNC(=S)NNC(=O)CCn1c2cc(Cl)ccc2c2ccc(Cl)cc21 | 3.3 | 3.2 | -2.5 | 1.7 | 8.2 | 4.3 | -4.0 | 1.5 | 4.2
O=C(O)c1ccc(S(=O)(=O)NC2CCCCCC2)cc1 | 0.4 | -0.3 | 1.4 | 5.6 | -10.3 | 1.8 | -2.3 | 4.4 | 1.1
CN(CC(=O)Nc1ccc(Cl)cc1)C(=O)C1CCCC1 | 3.9 | 1.9 | 2.5 | -10.6 | -8.2 | 1.4 | 0.7 | 5.9 | 3.3
Cc1cc2oc(=O)cc(CN(C)Cc3ccccc3Cl)c2cc1C | 1.4 | 0.5 | -1.6 | -4.8 | -5.2 | -0.9 | -3.9 | 11.6 | 10.8
CC1CC(C)CN(C(=O)c2cn(C)c3ccc(S(=O)(=O)N(C)C)cc3c2=O)C1 (centres undefined) | -0.4 | -7.6 | 0.6 | -6.3 | -6.7 | 0.6 | -3.5 | 4.8 | 3.3
CCN(CC)C(=O)CN(c1cc(Cl)ccc1OC)S(=O)(=O)c1ccc(C)c([N+](=O)[O-])c1 | -1.2 | -4.2 | -6.3 | -0.9 | -7.8 | 1.8 | -8.1 | 6.2 | 10.1
Cc1ccc(S(=O)(=O)N(C)c2nonc2C)cc1 | 4.5 | -3.4 | -4.8 | -4.7 | -7.2 | -1.1 | -6.8 | 10.0 | 4.9
COC(=O)C(C(=O)Nc1cccc(Cl)c1C)C1CCCC1 (centres undefined) | -1.3 | 2.3 | -3.8 | -1.2 | -12.0 | -0.4 | -6.5 | 6.8 | 0.2
C=CCNC(=O)c1c(N)n(-c2cccc(S(N)(=O)=O)c2)c2nc3ccccc3nc12 | 18.1 | 6.5 | -1.3 | 9.1 | -1.6 | 1.2 | -4.3 | -0.1 | 2.3

Limited to CHRM1 antagonist and CHRM5 antagonist (four entries from above):
Compound | CHRM1 antagonist | CHRM5 antagonist
C=C(C)CNC(=S)NNC(=O)CCn1c2cc(Cl)ccc2c2ccc(Cl)cc21 | 8.2 | 4.2
O=C(O)c1ccc(S(=O)(=O)NC2CCCCCC2)cc1 | -10.3 | 1.1
O=C(Cn1cccn1)N1CCCC(N2CCN(Cc3ccc4c(c3)OCO4)CC2)C1 (centres undefined) | 3.4 | 2.2
CCN(CC)C(=O)CN(c1cc(Cl)ccc1OC)S(=O)(=O)c1ccc(C)c([N+](=O)[O-])c1 | -7.8 | 10.1

(more compounds)
SMILES | TAAR1 ag | M5 PAM | M5 ag | CHRM4 antagonist | CHRM1 antagonist | CHRM4 agonist | M1 ag | M1 PAM | CHRM5 antagonist
c1ccc2c(c1)CCc1snnc1-2 | 0.0 | 2.6 | -0.8 | -12.2 | -21.2 | 1.4 | 1.5 | 15.9 | 3.1
O=C(Nc1nnc(-c2ccco2)o1)c1ccc(Cl)cc1 | 1.6 | 6.8 | 1.7 | -0.8 | 3.9 | 1.8 | -3.8 | 4.8 | 4.6
Cc1nnc(SCC(=O)NC(C)c2ccccc2)[nH]c1=O (centres undefined) | 8.6 | -3.6 | 1.1 | -4.8 | 2.2 | 0.4 | -3.0 | -3.2 | 3.3
C=CC1CN(C(=O)OCC(Cl)(Cl)Cl)C2CC3c4ccc(OC)cc4NC3C3CC1C2CO3 (centres undefined) | . | -4.9 | 1.5 | -10.7 | 3.2 | 3.2 | -0.7 | 3.4 | 6.4
CCN(CCCNC(=O)c1ccc2c(c1)NC(=O)CN2C)c1cccc(C)c1 | 1.5 | 5.4 | -4.3 | 0.0 | 8.2 | 1.1 | -3.4 | -0.3 | 4.9
COC(=O)CNc1nc(Cl)nc(NC2CCCCC2)n1 | 0.5 | 3.4 | -1.4 | 0.6 | -10.0 | -0.1 | -4.1 | 8.9 | 0.6
COc1ccc(CCNC(=O)CNC(=O)c2nn(-c3ccc(OC)c(OC)c3)c(=O)c3ccccc23)cc1OC | 16.9 | -8.7 | 2.5 | -1.5 | 8.7 | 18.1 | -4.6 | -5.8 | 9.5
CC(C(=O)Nc1ccc(C#N)cc1)N1CCN(C(=O)C2CC2)CC1 (centres undefined) | 3.8 | 0.7 | 2.0 | -3.8 | 1.1 | 1.8 | -4.0 | -1.0 | 7.5
CC(C)(C)NC(=O)COC(=O)c1c2c(nc3ccccc13)CCC2 | 8.4 | -7.4 | -1.6 | -1.2 | 31.4* | 19.6 | -6.5 | -21.7 | 8.8
COc1cccc2c3c(c(=O)[nH]c12)CC(C)(C)O3 | 0.7 | 2.0 | -4.0 | -3.8 | -6.8 | -0.3 | -7.1 | 7.1 | -1.4
CCOc1cc(/C=N/NC(=O)c2ccc(NC(=O)C3CC3)cc2)ccc1O | 1.8 | -1.9 | -2.3 | -0.8 | -5.7 | 0.9 | -3.1 | 7.9 | -1.1
Cc1ccsc1CNC(=O)c1c(-c2ccccc2)noc1C | 1.7 | -2.5 | -0.6 | 4.6 | -9.7 | -0.3 | -2.8 | 4.5 | 5.4
Cn1nccc1C(=O)N1CCN(c2ccccc2F)CC1 | 0.2 | 0.1 | -2.6 | 11.1 | -5.8 | 0.4 | 0.3 | 2.1 | 5.5
O=c1c2ccccc2nc(CSc2nnnn2-c2ccccc2)n1-c1ccccc1 | 5.5 | -1.2 | -1.3 | -0.6 | -10.4 | -0.2 | -1.8 | -0.5 | 8.5
C=C(C)C(=O)Nc1cccc(C2=NOC3(C2)C[C@@H](C(N)=O)N(C(=O)/C(C)=C/C)C3)c1 (some centres undefined) | 5.7 | 6.5 | 2.7 | 2.2 | 0.5 | 0.7 | -4.1 | 9.0 | -8.0
O=C(NCc1cccs1)c1cc(-c2ccc(O)cc2)on1 | 40.8* | -4.4 | 20.1 | 1.4 | -15.8 | 4.6 | 16.8* | 4.5 | 4.0
O=C(OCC(=O)N1CCCC1=O)c1cc(Cl)ccc1O | 0.4 | 1.4 | -0.7 | 0.9 | -13.7 | 0.6 | -2.2 | 3.6 | 5.0
O=C(NCc1ccco1)/C(=C/c1ccc([N+](=O)[O-])cc1)NC(=O)c1ccco1 | 2.8 | -2.7 | -1.9 | -5.6 | -10.3 | 3.5 | -1.6 | 11.9 | 12.4
CCc1cccc(NS(=O)(=O)c2ccc3c(c2)N(C)CCO3)c1 | -1.1 | -10.8 | 5.7 | 8.0 | 12.2 | 8.9 | 3.0 | -6.6 | 8.1
COCc1cc(CN2CCN(C)CC2)c(O)c2ncccc12 | 8.6 | 0.6 | -0.8 | 12.0 | -6.5 | 0.1 | -5.7 | 7.0 | -2.0
CCOc1c(Cl)cc(/C=N/O)cc1OC | 16.5 | 9.4 | -5.4 | -12.0 | -2.3 | 0.2 | -2.4 | -3.6 | -13.9
COC(=O)[C@H](CCSC)NC(=O)c1cccnc1SC | 4.0 | 2.6 | 4.0 | -8.5 | -7.6 | 1.1 | -3.0 | 3.5 | 0.2
Oc1ccc(/C=N/Nc2ccc3ccccc3c2)c(O)c1 | 1.1 | 7.4 | -2.8 | 2.0 | -8.4 | 0.2 | -4.8 | 5.0 | 8.7
Cc1ccc(C(=O)N(Cc2sccc2C)C2CCS(=O)(=O)C2)cc1 (centres undefined) | 1.4 | -3.1 | -4.9 | -9.1 | -7.3 | 1.8 | -3.5 | 4.5 | 2.1
CCOc1ccccc1NC(=O)CCS(=O)(=O)c1cccc2nsnc12 | 1.1 | 0.4 | -0.9 | -10.4 | -5.7 | 2.2 | -5.0 | 2.7 | 2.2
C=C(C)Cn1c(SCC#N)nc2ccccc2c1=O | 4.1 | 5.1 | -4.9 | 5.7 | -2.3 | 0.5 | -4.7 | 1.1 | -2.1
COC(=O)CSc1nnc(CNC(=O)c2cc(OC)c(OC)c(OC)c2)n1C | 1.6 | -2.9 | -0.6 | 3.4 | 8.1 | 0.2 | -2.4 | -4.2 | 1.3
